Assay outcomes from PubChem BioAssay.
BLM inh: blocks DNA unwinding by human BLM helicase. P54132. recombinant BLM DNA unwinding, fluorescence dequenching. Potency, µM (top dose mostly 56.1 µM), without a hit: top-dose activity change, negative = inhibition, actives largely listed as inhibitors. 350,000 tested, 0.2% active. AID 2528;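 further: potency means the concentration at half of the fitted maximal effect; plate controls were vehicle for no effect and no enzyme for full effect; nearly all actives have a fitted effect of over 35% in size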
POLH inh: inhibitors of human DNA polymerase eta; Q9Y253; recombinant Pol eta, fluorescent DNA replication assay; Potency, µM (doses to about 114 µM), for inactives: top-dose activity change, negative = inhibition, hits mostly inhibitors; 390,000 tested, 1.2% active; further: potency means the concentration at half of the fitted maximal effect; on the % scale 0 is the no-effect control and ±100 the full control effect
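Pol eta at 10 nM preincubated with compounds 15 min at room temperature; reaction started with fluorescent substrate (50 nM final) and read kinetically at 0 and 10 min.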
Tb PGK inh: inhibitors of T. brucei phosphoglycerate kinase; P07378; PGK/GAPDH coupled, Kinase-Glo luminescence, 60 min; Potency, µM (series often up to 57.5 µM), for the others: at the highest dose activity change, negative = inhibition, actives largely listed as inhibitors; 380,000 tested, 0.043% active; AID 602233; further: potency means the concentration at half of the fitted maximal effect; on the % scale 0 is the no-effect control and ±100 the full control effect; nearly all actives have a fitted effect of over 60% in size
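Recombinant glycosomal PGK reaction used 1,3-bisphosphoglycerate generated in-well by GAPDH (100nM final) in 100mM TEA pH 7.6, 5mM MgCl2, 0.01% Tween-20. After 60 minutes at room temperature, ATP was read by Kinase-Glo Plus luminescence end-point.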
Anesthetic bind: binds horse apoferritin like a general anesthetic; apoferritin/1-aminoanthracene competitive binding, fluorescence; Potency, µM (doses to about 77.5 µM), inactives show at the highest dose activity change, negative = displacement, most hits filed as inhibitors; P02791; 350,000 tested, 0.074% active; further: potency means the concentration at half of the fitted maximal effect; on the % scale 0 is the no-effect control and ±100 the full control effect; nearly all actives have a fitted effect of over 20% in size
Target sequence (P02791 2-175 limits assumed): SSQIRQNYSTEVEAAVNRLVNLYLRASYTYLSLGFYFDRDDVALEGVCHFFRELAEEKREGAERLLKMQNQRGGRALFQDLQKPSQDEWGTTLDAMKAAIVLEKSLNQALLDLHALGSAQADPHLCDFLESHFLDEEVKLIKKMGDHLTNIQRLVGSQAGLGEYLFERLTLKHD
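Concentration-response curves derived by four-parameter Hill fitting of normalized fluorescence, where compounds displaced 1-AMA from 10 uM horse apoferritin following a brief 10 min room-temperature incubation; propofol titration acted as positive control.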
APEX1 inh: blocks human APE1 abasic DNA cleavage; recombinant APE1, TAMRA/BHQ-2 abasic DNA cleavage fluorescence; Potency, µM (titrated, usually from 65.8 µM), inactives show top-dose activity change, negative = inhibition, hits mostly inhibitors; 350,000 tested, 0.35% active;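 further: potency means the concentration at half of the fitted maximal effect; plate controls were vehicle for no effect and reference inhibitor for full effect; nearly all actives have a fitted effect of over 55% in size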
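Readout is kinetic fluorescence (ex 525, em 598 nm) from cleavage of 50 nM TAMRA/BHQ-2 THF abasic duplex by 0.75 nM APE1, compound added 15 min beforehand at RT.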
Pol iota inh: inhibitors of human DNA polymerase iota | Pol iota fluorescent replication assay, 10 min | Potency, µM (top dose mostly 115 µM), for the others: at the top dose activity, negative = inhibition, hits mostly inhibitors | 390,000 tested, 1% active | AID 588590; further: potency means the concentration at half of the fitted maximal effect
Target sequence (Q9UNA4 whole entry, looked up): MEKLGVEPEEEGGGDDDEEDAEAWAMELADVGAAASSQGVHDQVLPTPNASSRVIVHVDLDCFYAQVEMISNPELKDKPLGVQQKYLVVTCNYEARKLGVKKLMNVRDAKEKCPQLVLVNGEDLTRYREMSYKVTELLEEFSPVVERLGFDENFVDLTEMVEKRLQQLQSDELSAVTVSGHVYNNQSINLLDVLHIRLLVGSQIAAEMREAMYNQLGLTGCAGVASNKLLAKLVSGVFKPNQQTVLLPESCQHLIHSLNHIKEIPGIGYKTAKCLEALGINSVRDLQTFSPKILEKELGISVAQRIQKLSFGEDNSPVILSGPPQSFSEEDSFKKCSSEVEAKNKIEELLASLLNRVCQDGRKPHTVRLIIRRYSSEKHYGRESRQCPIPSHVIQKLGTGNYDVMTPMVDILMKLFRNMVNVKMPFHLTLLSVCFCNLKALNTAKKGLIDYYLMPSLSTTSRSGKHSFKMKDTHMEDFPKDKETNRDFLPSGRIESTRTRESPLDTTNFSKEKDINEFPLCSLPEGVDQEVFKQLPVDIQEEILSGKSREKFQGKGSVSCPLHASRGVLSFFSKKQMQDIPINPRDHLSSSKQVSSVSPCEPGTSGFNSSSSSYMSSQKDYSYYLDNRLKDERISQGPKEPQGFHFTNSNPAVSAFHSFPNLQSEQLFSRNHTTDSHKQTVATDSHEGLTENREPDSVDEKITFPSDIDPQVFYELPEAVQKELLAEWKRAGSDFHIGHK
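Pol iota at 10 nM preincubated 15 min with compounds at room temperature; reaction started with fluorescent substrate, 50 nM final. Fluorescence read kinetically at 0 and 10 min; buffer-only wells as negative control.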
RXFP1 antagonist: blocks the human relaxin receptor RXFP1 | HEK293-RXFP1, relaxin-stimulated cAMP HTRF, 30 min; hits give low values | activity change, negative = inhibition, % at 57.5 µM | 350,000 tested, 0.59% active | AID 1259400;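 active means activity change of -60% or lower, but not beyond a set lower limit; inconclusive means change between -60% and -40%, or beyond the set limit; inactive means change above -40%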; further: on the % scale 0 is the no-effect control and ±100 the full control effect
Pol kappa inh: DNA polymerase kappa (human) inhibition; Q9UBT6; purified Pol kappa, fluorescent DNA synthesis assay, 10 min; Potency, µM (top dose mostly 107 µM), for the others: at the highest dose activity, negative = inhibition, actives largely listed as inhibitors; 400,000 tested, 0.53% active; AID 588579; further: potency means the concentration at half of the fitted maximal effect; on the % scale 0 is the no-effect control and ±100 the full control effect
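Kinetic fluorescence screen: compound preincubated 15 min RT with 10 nM enzyme; 50 nM substrate (final) initiates; reads at 0/10 min.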
Pol beta inh: DNA polymerase beta (human) inhibition. 340,000 tested, 1.3% active. P06746. AID 485314. Potency, µM (series often up to 114 µM), for inactives: top-dose activity change, negative = inhibition, usual class: inhibitors. Pol beta primer extension/strand displacement, fluorescence kinetic; further: potency means the concentration at half of the fitted maximal effect; on the % scale 0 is the no-effect control and ±100 the full control effect
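Preincubation: enzyme (10 nM) with compound, 15 min, RT. Reaction: substrate added to 50 nM final. Reads: 0 and 10 min. Analysis: normalized, Hill fit.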
An asterisk follows results filed as active; i = inactive; ? = inconclusive; / = no result given; & = joins results of further samples; [ ] = remark or other dose. Unless noted, the call rests on the fitted dose curve; in most records, active means well fitted curve in the direction sought with a large enough effect; inconclusive means small, poorly fitted or top-dose-only effect, or another doubt; inactive means no such curve, though single readings can be large; an effect the other way counts as inactive or inconclusive. A portion of the library, so the mix of outcomes need not match the whole.

SMILES	BLM inh	POLH inh	Tb PGK inh	Anesthetic bind	APEX1 inh	Pol iota inh	RXFP1 antagonist	Pol kappa inh	Pol beta inh
Cc1cccc(C)c1OCCCN1CCOCC1	1%	0%	i	-2%	25%	39%[activator]	-6	-5%	6%
CC(C)COc1ccc(C(=O)NC(Cc2c[nH]c3ccccc23)C(=O)NN)cc1 (stereo not given)	-10%	-6%	-1%	-6%	-4%	-22%	4	-10%	-27%
CN(Cc1cn[nH]c1-c1cc2ccccc2o1)CC1CCOCC1	-7%	-23%	-4%	-5%	-1%	-9%	1	0%	2%
Cc1ccc(S(=O)(=O)N2CCN(Cc3ccccn3)CC2)cc1	-3%	-2%	-9%	-6%	-5%	74%[activator]	-16	-1%	?
COc1ccc(C(=O)N2CCOC23CCN(c2ncccn2)CC3)cc1	0%	-8%	-10%	-4%	5%	?	27	-6%	17%
Cn1ccsc1=NC(=O)c1ccccc1F	-3%	-7%	0%	-8%	-5%	101%[activator]	-17	7%	24%
Cc1nn(Cc2ccccc2)c2sc(C(=O)N3CCN(Cc4ccc5c(c4)OCO5)CC3)cc12	-6%	-19%	-10%	22%	2%	-6%	-12	-7%	-9%
CC(=O)O[C@H]1[C@@H](O)[C@H](O)[C@H](Oc2c(O)c(C)c3c4c2[C@@H](C)CC[C@@H]4[C@@H](C)C[C@H]3C=C(C)C)O[C@H]1C	/	-21%	-3%	/	-41%	-16%	/	-9%	/
COc1cccc(NC(=O)c2c(N3CCCC3=O)c3cc(C)ccc3n2C)c1	-4%	-9%	5%	-17%	/	-1%	/	-13%	-7%
O=C1CS(=O)(=O)C2(C(=O)Nc3ccccc32)N1c1cccc(Cl)c1 (stereo not given)	-2%	-17%	-2%	-16%	/	13%	/	0%	1%
COC(=O)c1sccc1NC(=O)c1sccc1C	2%	5%	-4%	-5%	-2%	7%	7	-13%	27%
Cn1c(N)c(C(=O)COC(=O)/C=C/c2cccc(C(F)(F)F)c2)c(=O)n(C)c1=O	/	-18%	-1%	/	-26%	51%[activator]	-6	-22%	/
O=C(CN1CCN(C2CCCCC2)CC1)NCCC1=CCCCC1	3%	-9%	-2%	-8%	-2%	28%	-3	-8%	19%
CCOC(=O)c1ccc(NC(=O)c2cccc3c2C(=O)N(CC2CCCO2)C3)cc1 (stereo not given)	-9%	?	0%	?	6%	?	3	-11%	?
O=C(CCc1nnc2ccc(NCc3ccco3)nn12)Nc1cccc(F)c1	-4%	-12%	i	-14%	9%	?	-8	-38%	?
CCCn1c(N)c(N(CCOC)C(=O)c2cc(Cl)nc3ccccc23)c(=O)[nH]c1=O	/	-19%	i	/	10%	6%	-4	-6%	/
CCOC(=O)c1ccccc1NC(=O)CN(c1cccc(C)c1C)S(=O)(=O)c1ccccc1	-7%	-8%	-3%	-5%	/	-8%	/	4%	1%
NCCCNCCSP(=O)(O)O	/	-2%[57.1 µM]	/	/	-4%	6%[58.9 µM]	0	-12%[60.1 µM]	18%[57.1 µM]
COc1ccc(NC(=O)c2ccccc2)c([N+](=O)[O-])c1	3%	-3%	2%	-12%	4%	67%[activator]	-10	-15%	22%
COC(C[C@H](O)C[C@H](O)[C@@H](C)OCc1ccccc1)OC	/	-18%	2%	/	/	16%	/	8%	/
COc1ccc(S(=O)(=O)Nc2ccccc2C(=O)NCc2cccnc2)cc1C	0%	-10%	-5%	3%	20%	104%[activator]	-2	-11%	30%
CC(C)c1ccc(N=c2c([N+](=O)[O-])nn(-c3ccc4c(c3)OCCO4)n2O)cc1	-4%	0%	-4%	?	?	5%	-18	-13%[60.1 µM]	10%
CCN(CC)S(=O)(=O)c1cc(NC(=O)c2cc(-c3ccccn3)nc3ccccc23)ccc1C	-12%	-22%	-7%	-23%	?	10%	-3	-2%	4%
Cc1cc(Nc2ccc(C(=O)N3CCCCC3)cc2)c2cccc(C)c2n1	-11%	6%	0%	1%	23%	11%	-2	1%	1%
CCN1CCN(S(=O)(=O)c2ccc(Oc3ccccc3OC)cc2)CC1	0%	-8%	6%	-12%	-3%	119%[activator]	1	-7%	24%
CCNS(=O)(=O)c1ccc(NC(=O)Nc2cccc(OC)c2)cc1	-3%	-8%	5%	0%	4%	2%	-4	-13%	-7%
COc1cccc([C@@H]2CC=C(C(=O)O)[C@H](c3ccccc3)N2S(=O)(=O)c2ccc(C)cc2)c1	/	-11%	-12%	/	10%	-22%	/	-6%	/
COc1cccc(NC(=O)NCc2ccccc2Cl)c1	/	2%	-5%	/	/	17%	7	0%	/
O=C(Nc1ccc(O)cc1)c1cc2n(n1)C(C(F)(F)F)CC(c1ccco1)N2 (stereo not given)	-2%	-7%	-5%	-13%	-2%	?	-24	5%	1%
Cc1ccccc1CNc1ccc(C(CC(N)=O)NC(=O)c2ccc(Br)cc2)cc1[N+](=O)[O-] (stereo not given)	-3%	-11%	-1%	-1%	-8%	26%	/	-11%	-19%
CC(CCN1CCN(c2ccc(F)cc2)CC1)c1ccccc1 (stereo not given)	1%	-14%	0%	-12%	-9%	47%[activator]	-25	-10%	9%
CCOc1ccc(NC(=O)C2=NN(c3ccccc3)C(=O)CC2)cc1S(=O)(=O)N1CCCCC1	/	-10%	-8%	/	22%	-12%	-6	-6%	/
O=C(CCCOc1ccc(Cl)cc1Cl)Nc1ccncc1	-1%	-8%	-1%	-22%	28µM*	?	-18	0%	0%
Cc1ccc(C(=O)Nc2sc3c(c2C#N)CCCCC3)cc1C	-4%	-8%	-5%	4%	4%	36%[activator]	-14	-7%	-24%
O=C(NCCC1=CCCCC1)c1ccc(Br)o1	-1%	-5%	5%	-19%	-2%	4%	7	0%	?
CCCCSc1nc2c([nH]1)c(=O)n(C)c(=S)n2C	/	-13%	i	/	/	25%	6	-7%	/
COC(=O)Cc1c(C)c2ccc(OC(=O)c3ccco3)cc2oc1=O	-1%	-11%	-2%	84%[activator]	-9%	-3%	-2	-4%	-4%
Cc1nccc(-c2ccc(-n3c(C)ccc3C)cc2)n1	-5%	-17%	-3%	-13%	1%	-15%	17	-7%	3%
O=C(NC(=S)N1CCCCC1)c1csc([N+](=O)[O-])c1	-7%	-19%	-1%	0%	2%	60%[activator]	-16	5%	1%
COc1ccc(/C=C2\SC(N)=NC2=O)cc1Br	-18%	?	-9%	-20%	-5%	?	-25	-20%	40µM*
CCOC(=O)c1c(C)[nH]c(NC(=O)N2CCOCC2)c1C	-4%	6%	-2%	-8%	-2%	-11%	-12	-8%[60.1 µM]	8%
Cc1ccc2nc(C(Cl)(Cl)Cl)nc(N/N=C/c3ccncc3)c2c1	1%	4%	1%	-5%	-4%	50%[activator]	-7	-14%	-19%
Cc1cc(C)nc(N2CCCC(C(=O)NC3CCCC3)C2)n1 (stereo not given)	1%	-3%	-9%	-8%	-10%	-5%	-19	10%	16%
CCN(CC)S(=O)(=O)c1ccc2nc(NC(=O)c3ccc(Br)o3)sc2c1	0%	/	/	4%	/	-25%	-10	-9%[60.1 µM]	2%
COCCNC(=O)COc1cc(=O)n(C)c2ccccc12	-3%	-6%	3%	-10%	14%	20%	-14	4%	40%
c1ccc(SCc2nc3ccccc3[nH]2)nc1	-5%	-13%	-1%	-8%	7%	2%	-8	1%	-4%
COC(=O)CNC(=O)C1Cc2ccccc2CN1S(=O)(=O)c1cccs1 (stereo not given)	-5%	-20%	-8%	-6%	0%	?	-2	?	-3%
Cc1cccc2[nH]c(CCNC(=O)C3CCC(=O)N(CCc4cccc(F)c4)C3)nc12 (stereo not given)	1%	0%	3%	-2%	-6%	16%	26	-7%	48%

Compound profiles, from the list above.
Results for COc1ccc(/C=C2\SC(N)=NC2=O)cc1Br : BLM inh = -18%; POLH inh = ?; Tb PGK inh = -9%; Anesthetic bind = -20%; APEX1 inh = -5%; Pol iota inh = ?; RXFP1 antagonist = -25; Pol kappa inh = -20%; Pol beta inh = 40µM*
Results for CCOC(=O)c1c(C)[nH]c(NC(=O)N2CCOCC2)c1C : BLM inh = -4%; POLH inh = 6%; Tb PGK inh = -2%; Anesthetic bind = -8%; APEX1 inh = -2%; Pol iota inh = -11%; RXFP1 antagonist = -12; Pol kappa inh = -8%[60.1 µM]; Pol beta inh = 8%

New compounds follow:
SMILES	BLM inh	POLH inh	Tb PGK inh	Anesthetic bind	APEX1 inh	Pol iota inh	RXFP1 antagonist	Pol kappa inh	Pol beta inh
Cc1ccc(C)c(CSc2cn(CCNC(=O)c3cccs3)c3ccccc23)c1	-13%	-22%	-5%	55%[activator]	/	?	/	-3%	-1%
COc1cccc(CNC(=O)CCCNS(=O)(=O)c2cccs2)c1	-2%	-10%	1%	-18%	-3%	1%	1	-6%	-1%
NS(=O)(=O)c1ccc(CCNC(=O)CCCn2c(SCC(=O)N3CCCC3)nc3ccsc3c2=O)cc1	2%	-21%	-8%	-6%	0%	-6%	2	4%	23%
Cc1ccc(S(=O)(=O)N/N=C(\c2ccccc2)c2cccnc2)cc1	-6%	-3%	-4%	-17%	-1%	47%[activator]	8	-9%	-22%
O=C(Nc1ccccc1)C1=C[C@H](C2CCCCC2)C[C@H](OCc2ccc(CO)cc2)O1	-13%	-26%	-1%	52%[activator]	-5%	15%	/	9%	?
CCCC(=O)NCCSC	2%	-15%	-3%	-3%	7%	-4%	4	5%	2%
O=C(COc1ccc(Cl)cc1)OCc1cc(=O)n2nc(C3CC3)sc2n1	-5%	-7%	-4%	-12%	/	34%[activator]	/	0%	-1%
Cc1ccc2nc(NCCc3ccc(Cl)cc3)c3nncn3c2c1	-1%&-1%	3%&-10%	-8%	4%&-4%	7%	-14%&21%	1&-6	-4%[60.1 µM]	-21%&8%
O=S(=O)(c1ccc(Cl)cc1)c1nnn2c1nc(N1CCCCC1)c1sccc12	-7%	-12%	i	-12%	/	-2%	-12	-18%	3%
O=C(COC(=O)/C=C/c1ccc(Br)o1)Nc1cccc(S(=O)(=O)N2CCOCC2)c1	/	?	-2%	/	-21%	20µM*	-16	?	/
